Compound activity as filed in PubChem BioAssay.
Artemis inh = Artemis endonuclease inhibitors, primary screen, biochemical, fluorescence intensity, FAM/BHQ-1 hairpin substrate | recombinant Artemis, quenched FAM hairpin cleavage fluorescence | AID 686954, 2013 | inhibition, % at 10 µM | Protein artemis (Homo sapiens), Q96SD1 | actives 0.78% (n = 30,000);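 active means at 10 µM dose, at least 30% inhibition, measured as corrected fluorescence normalized to stimulator and neutral control wells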
Target sequence (Q96SD1 whole entry, looked up): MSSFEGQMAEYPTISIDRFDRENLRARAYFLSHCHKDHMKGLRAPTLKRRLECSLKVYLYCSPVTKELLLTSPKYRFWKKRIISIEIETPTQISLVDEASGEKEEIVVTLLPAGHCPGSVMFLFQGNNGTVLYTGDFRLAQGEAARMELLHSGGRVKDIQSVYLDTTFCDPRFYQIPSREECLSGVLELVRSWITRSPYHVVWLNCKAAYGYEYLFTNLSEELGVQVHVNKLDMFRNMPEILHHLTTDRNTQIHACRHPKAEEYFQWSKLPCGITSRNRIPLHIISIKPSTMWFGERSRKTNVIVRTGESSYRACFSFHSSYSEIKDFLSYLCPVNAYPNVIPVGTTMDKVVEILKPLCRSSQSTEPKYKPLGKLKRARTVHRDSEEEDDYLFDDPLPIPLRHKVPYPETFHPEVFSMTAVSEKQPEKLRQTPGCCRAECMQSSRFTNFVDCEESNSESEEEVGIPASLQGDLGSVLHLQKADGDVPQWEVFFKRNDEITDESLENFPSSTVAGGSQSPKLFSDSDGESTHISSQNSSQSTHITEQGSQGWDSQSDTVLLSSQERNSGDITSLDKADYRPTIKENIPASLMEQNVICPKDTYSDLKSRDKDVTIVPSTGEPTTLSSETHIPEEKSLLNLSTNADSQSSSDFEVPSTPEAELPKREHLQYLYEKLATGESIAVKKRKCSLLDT
Active calls of the source: *. An excerpt. The share of hits here may be higher or lower than overall.

Sample of the layout (5 entries):
SMILES,Artemis inh
Cc1cc(C2C(=O)CC(=O)CC2c2ccccc2)on1 (centres undefined),8.9
CN(C)CCOC(=O)C12CC3CC(CC(C3)C1)C2,-7.0
Cc1cc(=O)n2c(C)n[nH]c2n1,-0.7
COc1cc(/C=N/NC(=O)c2cc(C34CC5CC(CC(C5)C3)C4)[nH]n2)ccc1O,14.1
O=C(NCC1CCCO1)c1ccccn1 (centres undefined),-6.9

This part in full, repeating the preview:
SMILES,Artemis inh
Cc1cc(C2C(=O)CC(=O)CC2c2ccccc2)on1 (centres undefined),8.9
CN(C)CCOC(=O)C12CC3CC(CC(C3)C1)C2,-7.0
Cc1cc(=O)n2c(C)n[nH]c2n1,-0.7
COc1cc(/C=N/NC(=O)c2cc(C34CC5CC(CC(C5)C3)C4)[nH]n2)ccc1O,14.1
O=C(NCC1CCCO1)c1ccccn1 (centres undefined),-6.9
O=C(COC(=O)C1CC(=O)N(c2ccc3c(c2)OCCO3)C1)Nc1ccc2c(c1)CCC2 (centres undefined),-6.9
CCCn1c(=O)n(C)c(=O)c2c(SCC(=O)NCc3ccco3)nc(C3CC3)nc21,4.1
O=C(Nc1nc(=O)c2ccccc2s1)c1ccc(Cl)cc1,6.0
CCOc1ccccc1N(CC(=O)N1CCOCC1)S(=O)(=O)c1ccccc1,2.3
COc1ccc(Cn2cccc(NC(=O)Nc3ccc(C#N)cc3)c2=O)cc1,7.1
CSc1ccccc1C(=O)Nc1ccc2c(c1)OCCO2,-3.2
Cn1nc(CC(=O)Nc2ncc(Br)s2)c2ccccc2c1=O,-6.4
O=C(O)CSc1nccn1-c1cccc(Cl)c1,-12.1
CC(C)CCn1cnc2c([nH]c3cccc(Cl)c32)c1=O,-5.1
COCCN1C(=O)C(=O)/C(=C(/O)c2ccc3c(c2)OCCO3)C1c1ccc(C(=O)OC)cc1 (centres undefined),-2.8
Cc1nn(CC#N)c(=O)n1-c1ccccc1F,-0.4
COc1ccc(CN=CC2=C(O)CNC2=O)cc1OC,15.5
O=C(COc1ccc(Cl)cc1)N1CCN(c2cccc(C(F)(F)F)c2)CC1,7.7
COc1ccc(Oc2ccccc2/C=N/O)cc1,-8.1
Cc1ccc(-c2cc(-c3ccc(F)cc3)nc(N)c2C#N)o1,7.1
CCOC(=O)/C(=C\c1ccc([N+](=O)[O-])cc1)C(=O)c1cc(C(C)=O)c(Nc2ccccc2)s1,2.5
Cc1ccc(N/C=C/C(=O)c2ccc(C)cc2)cc1,-4.9
CS(=O)(=O)N(CC(=O)Nc1c(F)cccc1F)c1cccc([N+](=O)[O-])c1,-4.2
CCCSc1nnc2[nH]c(=O)cc(N)n12,-2.5
CCOc1cc(/C=C2/NC(=O)N(Cc3ccccc3F)C2=O)ccc1O,-10.4
CCS(=O)(=O)c1ccc2oc(SCC(=O)NC(C)C3CC4CCC3C4)nc2c1 (centres undefined),-0.8
CN(C)CCCNCCCNC(=O)c1ccccn1,0.0
C=CCSc1nc2sc(-c3ccccc3)cc2c(=O)n1N,-5.0
Cc1nnc2ccc(N3CCOCC3)nn12,1.4
COc1c(F)c(F)c(C(=O)Nc2cccc(Cl)c2N2CCOCC2)c(F)c1F,4.1
CCN(CC)CCn1c(=N)n(CCO)c2ccccc21,-3.9
N#CCSc1nc2ccccc2c(=O)n1-c1ccccc1,0.9
O=C(c1cnn2c(C(F)(F)F)cc(-c3ccco3)nc12)N1CCCCCC1,-3.7
Cc1nc2ccc(C(C(F)(F)F)(C(F)(F)F)C(F)(F)F)cc2[nH]1,1.1
O=C(NC12CC3CC(CC(C3)C1)C2)C12CC3CC(C1)CC(n1cnc(Cl)n1)(C3)C2,-15.0
Cc1cccc(NC2=NC3(CCCCC3)N=C(N)N2)c1C,2.5
CCN(CC)CC(=O)NCC1(c2ccccc2)CCOCC1,9.0
CC(=O)c1c(C)[nH]c(C(=O)CSc2nnc(-c3ccccc3)n2Cc2ccc3c(c2)OCO3)c1C,-10.8
O=C(NCc1ccc2c(c1)OCO2)C1CCN(S(=O)(=O)c2ccc(Br)s2)CC1,3.2
O=C(NC1CCCC1)C(c1cccs1)N(C(=O)c1ccno1)c1ccccc1 (centres undefined),-5.8
CC(=O)c1cccc(N(CC(=O)O)S(C)(=O)=O)c1,-11.7
Cn1c(N2CCOCC2)nc2c1c(=O)n(Cc1ccc(Cl)c(Cl)c1)c(=O)n2C,3.5
COCCNc1oc(-c2ccc(C)cc2)nc1C#N,-6.1
O=C1CCC(=O)N1c1nc2nc(-c3ccccc3)cc(-c3ccccc3)n2n1,2.2
O=C(CSc1nc2ccccc2c(=O)n1-c1cccc(C(F)(F)F)c1)NC1CC1,9.4
CCCCCCn1cnc2c(c1=O)c1nc3ccccc3nc1n2/N=C/c1ccco1,31.8*
CCOC(=O)CC(=O)CSc1nc2c(c(C)c1C#N)CCC2,0.9
Cc1c(C(O)CN2CCC(C(N)=O)CC2)c2ccccc2n1C (centres undefined),-5.6
CCn1c(SCC(N)=O)nc2c(c1=O)C1(CCCC1)Cc1ccccc1-2,-1.7
CC(C)OC(=O)CCNc1n[nH]c(=O)[nH]c1=O,-5.0

(cont.)
SMILES,Artemis inh
COc1ccc(CNC(=O)C2CCN(C(=O)N3CCOc4ccc(C)cc43)CC2)cc1,-14.2
CCNCCC(=O)N1c2ccccc2Sc2ccc(NC(=O)OCC)cc21,-1.9
CCC(C)(C)NC(=O)C(c1cccn1C)N(Cc1ccc(C)cc1)C(=O)Cn1nnc2ccccc21 (centres undefined),4.8
Cc1ccccc1C(=O)Nc1ccc2c(c1)OCO2,-6.0
CCOC(=O)C(CSCC(=O)c1ccc(Cl)cc1Cl)NC(=O)OC(C)(C)C (centres undefined),-8.2
CC(C)(C)c1cc(C(=O)O)nn1-c1ccccc1,-2.0
O=C(c1cccs1)N1CCOCC1,0.8
Cc1ccc(-n2cccc2/C=N/n2cnnc2)cc1Cl,-8.1
Cc1ccc(S(=O)(=O)/N=c2\sccn2C)cc1,-7.3
CCCCNC(=O)c1ccc(NS(=O)(=O)c2ccccc2)cc1,1.0
O=C(Nc1ccc(N2CCOCC2)cc1)c1ccncc1,1.3
Cc1cccc2cc(CN(Cc3ccco3)C(=O)c3ccncc3)c(=O)[nH]c12,-9.8
C=CCn1c(SCC(=O)Nc2ccc(C(=O)OCC)cc2)nnc1-c1sc(N)nc1C,-1.9
N#Cc1nc(-c2ccccc2F)oc1NCCc1ccccn1,-5.1
CCc1nn(C(C)C(=O)N2CCN(Cc3ccccc3)CC2)c(=O)c2cc3occc3n12 (centres undefined),-7.6
CCN(C(=O)CSc1nnc(-c2ccccc2Cl)n1C1CCCC1)C1CCS(=O)(=O)C1 (centres undefined),-0.6
Cc1cccc(C)c1OCC(O)CNC(C)C (centres undefined),-3.3
Cc1cccc(C)c1NC(=O)c1ccc(-c2ccc(Cl)cc2Cl)o1,4.5
Cc1cccc(NC(=S)N/N=C/c2ccc([N+](=O)[O-])s2)c1,25.0
CCc1c(C#N)c(SCCC(=O)Nc2cccc(OC)c2)nc2c1C(=O)CC(C)(C)C2,-0.8
COc1cccc(-n2nnnc2SCC(=O)NCCc2ccccc2)c1,-3.2
CCc1noc2c1/C(=N\O)CC(c1ccccc1)C2 (centres undefined),-1.0
COc1ccc(C=NC(CO)C(O)c2ccc([N+](=O)[O-])cc2)cc1 (centres undefined),-17.0
O=C(/C=C/c1ccco1)Nc1ccc(Oc2ccccc2)cc1,-0.4
O=c1c2c(nc3nc(CCc4ccccc4)[nH]n13)CCC2,-5.5

Looked up above:
Entry for CCc1noc2c1/C(=N\O)CC(c1ccccc1)C2 (centres undefined) in Artemis inh: -1.0
Entry for CCC(C)(C)NC(=O)C(c1cccn1C)N(Cc1ccc(C)cc1)C(=O)Cn1nnc2ccccc21 (centres undefined) in Artemis inh: 4.8
Entry for Cc1cccc(C)c1NC(=O)c1ccc(-c2ccc(Cl)cc2Cl)o1 in Artemis inh: 4.5
Entry for O=C(c1cccs1)N1CCOCC1 in Artemis inh: 0.8
Entry for Cc1cccc(NC(=S)N/N=C/c2ccc([N+](=O)[O-])s2)c1 in Artemis inh: 25.0
Entry for Cc1ccc(S(=O)(=O)/N=c2\sccn2C)cc1 in Artemis inh: -7.3
Entry for O=c1c2c(nc3nc(CCc4ccccc4)[nH]n13)CCC2 in Artemis inh: -5.5

Next section:
| Compound | Artemis inh |
| --- | --- |
| COc1ccc(CCNC(=O)Cn2cnc3c(cnn3C(C)(C)C)c2=O)cc1OC | -4.6 |
| O=C(c1ccco1)N1CCN=C1SCc1cccnc1 | -6.5 |
| O=C(Nc1nc2ccc(Cl)cc2s1)c1ccco1 | -10.8 |
| CCOc1ccc(C(=O)COC(C)=O)cc1 | 0.6 |
| CS(=O)(=O)N1N=C(c2ccccc2)CC1c1cccs1 (centres undefined) | -6.6 |
| COc1cccc(Oc2nc3ncn(Cc4ccccc4)c3c(=O)n2C)c1 | 0.2 |
| CC(C)C(=O)NC(=S)Nc1ccc(S(=O)(=O)N(C)Cc2ccccc2)cc1 | 5.3 |
| COC(=O)c1c(C)cc(OC(C)=O)c(C)c1OC(C)=O | 1.8 |
| Cc1ccc(Nc2nc(OC(C(F)(F)F)C(F)(F)F)nc(N3CCOCC3)n2)cc1 | 2.0 |
| CN=C(c1ccco1)n1c(=S)nc(-c2ccco2)n(C)c1=S | 8.6 |
| O=C(/C=C/c1cc([N+](=O)[O-])ccc1OC(F)F)NCc1ccc(F)cc1 | 3.4 |
| CCCC(=O)C1=C(O)C(C(=O)OC)C(C)(C)CC1=NC(C)C (centres undefined) | -3.3 |
| Cc1nn(-c2ccccc2)c2sc(C(=O)OCC(=O)N3CCCCC3)cc12 | 0.7 |
| O=C(c1ccco1)N1CCN(C(c2ccccc2Cl)c2nnnn2Cc2cccs2)CC1 (centres undefined) | 1.9 |
| O=C(Nc1nnc(COc2ccc(F)cc2)s1)c1cccs1 | -14.3 |
| Cc1ccc(S(=O)(=O)N2CCOCC2)cc1C(=O)NCc1cn2ccsc2n1 | -1.5 |
| COc1c(F)c(F)c(C(=O)Nc2ccc3oc(-c4ccncc4)nc3c2)c(F)c1F | -2.4 |
| CCn1c(SCC(=O)NCc2ccco2)nc2c(c1=O)SC(C)C2 (centres undefined) | -5.1 |
| CCOC(=O)c1sc2nccc(N(C)C)c2c1N=CNOCc1c(F)cccc1Cl | 10.7 |
| CC(Oc1ccc(Cl)cc1Cl)C(=O)NC1=NN(c2ccccc2)C(=O)C1 (centres undefined) | 10.2 |
| COc1ccc2c(c1)SC(C)CC2=O (centres undefined) | 16.4 |
| CC(CN1CCOCC1)OC(=O)C(c1ccccc1)c1ccccc1 (centres undefined) | -9.7 |
| COc1ccc(-c2nc3ccccc3n2Cc2ccc(C)cc2)cc1 | 9.0 |
| CSc1nc(N)nc(SCC(=O)C(C)(C)C)c1C#N | -6.2 |
| CCCc1nc(-c2ccccc2O)n(-c2ccccc2)n1 | -11.9 |
| CC(=O)NCCOc1ccc(C(=O)O)cc1 | 5.9 |
| Cn1ccnc1SCC(=O)Nc1ccccc1 | -1.9 |
| Cc1ccc([N+](=O)[O-])cc1NC(=O)CCSc1ccc(Cl)cc1 | -5.0 |
| CC1=C(C(=O)OCc2ccccc2)C(c2ccccn2)c2c(n(C)c(=O)n(C)c2=O)N1 (centres undefined) | -1.7 |
| CCc1nnc(NC(=O)CCC(=O)N2CCN(CCOc3ccc(C)cc3)CC2)s1 | 0.9 |
| Cc1nc2sc(-c3ccccc3)cc2c(=O)n1-n1cccc1 | -4.3 |
| Cn1c(=O)c2c(nc(Br)n2CC(=O)c2cccs2)n(C)c1=O | -3.1 |
| CCN(CC)c1ccc(C2NC(=O)NC(C)=C2C(=O)Nc2ccccc2)cc1 (centres undefined) | 1.8 |
| Cc1ccc(C(=O)Nc2nc3nc(-c4ccccc4)cc(=O)n3[nH]2)cc1 | 3.2 |
| CCCC(=O)N=C1SC2CS(=O)(=O)CC2N1c1ccc(C(C)=O)cc1 (centres undefined) | -10.8 |
| COc1nc(-c2ccccc2)cc(-c2ccccc2)n1 | 1.2 |
| CC(C)(C)n1c(=O)[nH]c2c(c1=O)CCC2 | 2.0 |
| CC1=C(C(=O)OC(C)C)C(c2ccc(C)o2)NC(=O)N1 (centres undefined) | -6.1 |
| CCCOC(=O)CSc1nnc(-c2ccccc2Cl)o1 | -0.8 |
| CCOC(=O)/C(C#N)=C1/CCCCCN1C | -3.6 |
| Cc1ccc2[nH]cc(C(=O)CN3CCN(c4ccccn4)CC3)c2c1 | -1.5 |
| Cc1ccccc1Cn1c(=O)n(Cc2ccco2)c(=O)c2ccccc21 | 15.8 |
| COCCNC(=O)CN(C(=O)CCC(=O)Nc1ccccn1)c1ccc(F)c(Cl)c1 | -4.6 |
| COc1cccc(-c2nc(NCc3ccco3)c3ccccc3n2)c1O | -3.1 |
| CCn1nccc1C(=O)Nc1nc2ccccc2n1CCN1CCCCC1 | 2.5 |
| COC(=O)c1ccc(CNC(=O)CNc2cc(C(F)(F)F)ccc2N2CCOCC2)cc1 | 11.8 |
| CCOC(=O)CSc1nc2cc3c(cc2cc1C#N)OCO3 | 1.6 |
| CCOC(=O)c1ccc(NC(=O)CSc2nnc(COc3ccccc3)n2C)cc1 | 2.9 |
| Cc1nnc2n(Cc3ccccc3)c(=O)c3c4c(sc3n12)COC(C)(C)C4 | -0.9 |
| CCN(c1ccccc1)S(=O)(=O)c1ccc2[nH]cc(C(=O)N3CCOCC3)c(=O)c2c1 | -2.5 |
| O=C(Nc1nc2ccc(S(=O)(=O)N3CCCC3)cc2s1)c1cccs1 | 9.9 |
| O=C(N/N=C/C1CC=CCC1)c1ccccc1O (centres undefined) | 2.6 |
| CN1CCCC(OC(=O)COc2ccc(Br)cc2)C1 (centres undefined) | 8.6 |
| Cc1ccc(Cc2cnc(NC(=O)/C(C#N)=C/c3ccc(-c4ccc([N+](=O)[O-])cc4)o3)s2)cc1 | 21.1 |
| O=C(Nc1nccs1)c1sc2ccccc2c1Cl | 4.0 |
| O=S(=O)(c1cccc(-c2nnc(SC(F)F)n2-c2ccccc2)c1)N1CCCCC1 | 16.5 |
| CCn1c(SCC(=O)Nc2oc(-c3ccccc3)c(-c3ccccc3)c2C#N)nnc1-c1ccncc1 | 31.4* |
| COc1cccc(CN2C(=O)N(C(C)C)C(N(O)C(=O)NC(C)C)C2(C)C)c1OC (centres undefined) | -1.6 |
